KCNQ1 inh – inhibitors of human KCNQ1 channel, primary screen, cell-based, thallium flux, high-throughput | CHO-K1 KCNQ1, FluxOR thallium flux fluorescence; stronger effect = higher value | B-score at 10 µM | Potassium voltage-gated channel subfamily KQT member 1 (Homo sapiens), P51787 | hit rate 1.3% among 310,000 | AID 2642, 2010;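 active means compounds whose thallium flux B-score, printed positive for inhibition, exceeds three library SD while starting fluorescence stays within three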;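 further: channel opened by potassium depolarization with thallium stimulus after 20 min compound exposure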
Target sequence (P51787 whole entry, looked up): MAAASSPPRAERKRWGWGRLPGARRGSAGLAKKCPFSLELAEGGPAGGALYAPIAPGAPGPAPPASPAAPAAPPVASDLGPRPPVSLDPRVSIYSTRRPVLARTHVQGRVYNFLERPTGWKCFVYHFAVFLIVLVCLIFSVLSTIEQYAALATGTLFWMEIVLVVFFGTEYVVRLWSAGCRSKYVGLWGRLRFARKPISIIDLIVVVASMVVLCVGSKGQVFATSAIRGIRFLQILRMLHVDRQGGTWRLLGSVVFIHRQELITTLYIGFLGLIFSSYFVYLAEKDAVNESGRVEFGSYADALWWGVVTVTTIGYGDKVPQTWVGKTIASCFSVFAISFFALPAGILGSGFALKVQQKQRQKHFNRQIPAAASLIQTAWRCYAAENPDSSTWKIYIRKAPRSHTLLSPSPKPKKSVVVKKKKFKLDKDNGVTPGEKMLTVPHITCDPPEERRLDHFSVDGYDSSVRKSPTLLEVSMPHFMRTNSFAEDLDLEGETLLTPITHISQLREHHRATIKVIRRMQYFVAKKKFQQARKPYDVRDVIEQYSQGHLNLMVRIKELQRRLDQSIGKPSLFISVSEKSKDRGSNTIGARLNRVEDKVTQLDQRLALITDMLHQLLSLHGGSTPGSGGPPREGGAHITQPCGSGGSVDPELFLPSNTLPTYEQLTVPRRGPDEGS
PolyA inh – polyadenylation inhibitors in yeast reporter cells, primary screen, luminescence, S. cerevisiae. S. cerevisiae SKY197-pL101 polyadenylation reporter, beta-gal luminescence; efflux-impaired pdr1/pdr3 knockout yeast; score 100 = 6 SD above DMSO. calls only at 12 µM. hit rate 0.02% among 300,000;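 active means lowest replicate activity score at least 50, where 100 means six control SD above control mean; inconclusive means lowest score under 50 but half or more replicates reach 50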;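 further: yeast exposed to compound for 9 h at 30 °C; higher score means more reporter readthrough which indicates perturbed polyadenylation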
GSK3B inh – human GSK3beta kinase inhibitors, primary screen, biochemical, cell-free homogeneous, HTS. activity score (negative = inhibition), % at 10 µM. Glycogen synthase kinase-3 beta (Homo sapiens), P49841. GST-GSK3beta kinase, ADP-Glo luminescence, 60 min; stronger effect = lower value. hit rate 0.038% among 300,000;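 active means more than half of replicate wells score below -50%, meaning over 50% inhibition versus plate controls; inconclusive means some replicates but at most half score below -50%; inactive means no replicate scores below -50%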;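 further: 0% = median DMSO wells and -100% = median GW8510 positive control wells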
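Test system: GST-tagged human GSK3beta kinase, cell-free; evaluation: activity score scaled between in-plate DMSO and GW8510 controls; measured by: ADP-Glo luminescence; incubation: 60 min reaction, RT; benchmarks: DMSO and 20 µM GW8510; reagent: peptide substrate plus 25 µM ATP (final); medium: Tris/MgCl2 kinase buffer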
DYRK1A inh – rat Dyrk1A kinase inhibitors, primary screen, biochemical, single point, plate reader; Dual specificity tyrosine-phosphorylation-regulated kinase 1A (Rattus norvegicus), Q63470; ADP-Glo luminescence, NFATc1 peptide; inhibition, % at 12.5 µM; hit rate 0.43% among 310,000; AID 504441, 2011; in the data active means inhibition above about 50%;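 further: plate controls were vehicle with enzyme for no effect and no enzyme for full effect; many of its hits are not listed in these tables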
KCNK3 inh – human KCNK3 channel inhibitors, primary screen, CHO cells, FluxOR thallium flux, B-score; Potassium channel subfamily K member 3 (Homo sapiens), O14649; FluxOR fluorescence; stronger effect = lower value; B-score at 10 µM; hit rate 0.84% among 340,000; AID 602410, 2012;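 active means B-score under library mean minus 4 SD, starting fluorescence ratio at most library mean plus 5 SD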;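 further: more negative B-score means stronger inhibition of thallium flux through KCNK3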
GSK3A inh – blockers of GSK3A enzyme activity – biochemical, luminescence, cell-free homogeneous, HTS, primary screen; GSK-3 alpha kinase, ADP-Glo luminescence, 60 min; Glycogen synthase kinase-3 alpha (Homo sapiens), P49840; hit rate 0.1% among 320,000; inhibition, % at 10 µM;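 in the data active means inhibition above about 50%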;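 further: GST-tagged GSK-3 alpha with peptide substrate and 25 µM ATP; 0% = DMSO neutral wells and 100% = GW8510 positive control wells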
KCNK9 inh – KCNK9 potassium channel inhibitors, primary screen, HEK293 cells, thallium flux; AID 488922, 2010; hit rate 1.2% among 310,000; FluxOR thallium flux fluorescence; stronger effect = lower value; B-score at 10 µM; Potassium channel subfamily K member 9 (Homo sapiens), Q9NPC2;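 active means ratio B-score over 3 SD below the library mean, with starting fluorescence within 5 SD of its mean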;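 further: negative B-score means less thallium flux so channel inhibition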
Target sequence (Q9NPC2 whole entry, looked up): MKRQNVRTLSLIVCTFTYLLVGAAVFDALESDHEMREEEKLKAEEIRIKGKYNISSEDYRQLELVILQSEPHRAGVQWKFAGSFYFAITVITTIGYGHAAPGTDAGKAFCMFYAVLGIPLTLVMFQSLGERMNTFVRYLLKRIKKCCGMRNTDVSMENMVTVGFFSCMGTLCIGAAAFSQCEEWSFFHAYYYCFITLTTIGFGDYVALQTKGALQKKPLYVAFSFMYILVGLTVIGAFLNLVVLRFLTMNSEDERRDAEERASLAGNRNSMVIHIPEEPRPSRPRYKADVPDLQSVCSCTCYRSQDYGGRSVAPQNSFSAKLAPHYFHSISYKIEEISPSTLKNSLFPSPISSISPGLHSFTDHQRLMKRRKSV
HDAC3 inh – HDAC3 deacetylase inhibitors, primary screen, biochemical, fluorescence, cell-free homogeneous; hit rate 0.15% among 320,000; inhibition, % at 8.3 µM; recombinant HDAC3, fluorogenic peptide/trypsin coupled; Histone deacetylase 3 (Homo sapiens), O15379; AID 2718, 2010; in the data active means inhibition above about 26%, passing the limit was not always enough; inconclusive means no clear call, values can overlap the other calls
RGS4 pot – RGS4 potentiators or activators, primary screen, cell-based, HEK293 M3R inducible RGS4, calcium flux; carbachol calcium flux Fluo4; stronger effect = lower value; B-score at 10 µM; hit rate 0.92% among 310,000; AID 463111, 2010;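 active means B-score of the integrated calcium signal more than 4 SD below the library mean, with starting fluorescence not abnormally high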;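 further: negative B-score means reduced calcium response which marks RGS4 activation or potentiation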
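Also added: carbachol at ECmax as muscarinic agonist stimulus; Assay system: HEK293 cells with stable M3R and inducible RGS4; Timing: overnight RGS4 induction, 30 min dye load 37 °C, 20 min compound RT; Measured by: Fluo4-AM (2 µM) calcium-flux fluorescence, kinetic read.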
KCNQ1 pot – potentiators or activators of KCNQ1 channel, primary screen, cell-based, thallium flux, high-throughput. B-score at 10 µM. CHO-K1 KCNQ1, thallium flux FluxOR fluorescence; stronger effect = higher value. Potassium voltage-gated channel subfamily KQT member 1 (Homo sapiens), P51787. hit rate 0.35% among 310,000. AID 2648, 2010;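 active means fluorescence ratio B-score, a plate-corrected score, at least three library SD, with initial intensity B-score within 5 SD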
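Test system: CHO-K1 cells stably expressing KCNQ1 / Medium: assay buffer / Also added: depolarizing K+/Tl+ stimulus, K2SO4 and Tl2SO4 each 12.5 mM in 5x stock / Incubation: 90 min dye loading and 20 min compound exposure, both at room temperature / Signal: thallium influx via FluxOR fluorescence, kinetic imaging / Evaluation: B score of baseline-normalized fluorescence ratio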
hERG protect – hERG rescue from dofetilide block, primary screen, cell-based, CHO-hERG, FluxOR thallium flux, dofetilide IC70; Voltage-gated inwardly rectifying potassium channel KCNH2 (Homo sapiens), Q12809; dofetilide IC70 present; activation (rescue from dofetilide block), less the hit threshold, % at 10 µM; hit rate 0.51% among 310,000; AID 1511, 2009;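 active means activation above the mean of controls blocked by dofetilide plus 5 SD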;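 further: thallium influx through hERG after potassium depolarization seen as dye fluorescence rise; in these data hits start at about 4.7%; inactives centre near -7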
Starred values were filed as active, the others as inactive; i = inactive; ? = inconclusive; . = not tested or not shown; & = joins results of further samples. An excerpt, so the mix of outcomes need not match the whole.

SMILES	KCNQ1 inh	PolyA inh	GSK3B inh	DYRK1A inh	KCNK3 inh	GSK3A inh	KCNK9 inh	HDAC3 inh	RGS4 pot	KCNQ1 pot	hERG protect
Cc1ncc([N+](=O)[O-])n1CCOC(=O)c1ccc(Br)cc1	i	i	2	4	i	-8	i	-6	i	i	-9
O=C(Nc1nncs1)Oc1ccccc1	i	i	-3	4	i	0	i	4	i	i	-6
CN1c2ccc(Cl)cc2C(=O)NC1C1CC=CCC1 (configuration not stated)	i	i	-1	2	i	-2	i	1	i	i	-10
O=c1[nH]ncn1-c1ccccc1	i	i	0	1	i	5	i	-7	i	i	-6
Clc1ccccc1/C=N/NC1=Nc2cccc3cccc1c23	i	i	-6	2	i	-3	i	-1	i	i	-7
CN1CCCNc2nc3ccccc3nc21	i	i	-5	3	i	0	i	-2	i	i	-8
CC1CCN(C(=O)C2CCC(CNS(=O)(=O)c3cccc4cccnc34)CC2)CC1 (configuration not stated)	i	i	0	11	i	3	i	4	i	i	0
Cc1ccc(N(C(=O)c2csnn2)C(C(=O)NC2CCCCC2)c2ccccn2)cc1C (configuration not stated)	i	i	3	-9	i	1	i	1	i	i	-9
CCN=C1SC(CC(=O)Nc2ccc3c(c2)OCO3)C(=O)N1CC (configuration not stated)	i	i	5	-2	i	1	i	5	i	i	-18
CCOC(=O)c1c(C)[nH]c(C(=O)COC(=O)c2ccncc2)c1C	i	i	-3	6	i	-1	i	-5	i	i	-13
Cc1cccc2nc(COc3ccc(Cl)c4cccnc34)cn12	i	i	5	2	i	2	i	-3	-10*	i	-6
Nn1c(Nc2ccccc2)nc2ccccc21	i	i	-2	6	i	0	i	-7	i	i	-7
COc1ccc(N(C)C(=O)CCS(=O)(=O)c2cccc3nonc23)cc1	i	i	-1	-3	i	-3	i	-15	i	i	-7
Cc1sc2ncn(CC(=O)NCCN(C)C)c(=O)c2c1S(=O)(=O)N1CCC(C)CC1	i	i	-2	-6	i	1	i	-2	i	i	-5
CCN1CCN(C(=O)/C=C/c2ccc(C(C)C)cc2)CC1	i	i	0	-6	i	-2	i	2	i	i	-9
CC(=O)c1cccc(NS(=O)(=O)N2CCCCC2)c1	i	i	2	-2	i	-1	i	-10	i	i	-15
O=C(N/N=C/c1ccc2c(c1)OCO2)c1cc(-c2ccccc2Cl)nc2ccccc12	i	i	2	1	i	-1	i	-2	i	i	-9
COc1ccc(-c2nc3ccccn3c2CN2CCN(c3ccccc3F)CC2)cc1	i	i	0	5	-8.8*	-1	i	9	i	i	-10
COc1ccc(C(=O)Nc2nc3cc4c(cc3s2)OCO4)c(OC)c1	i	i	1	2	i	-1	i	.	i	i	-10
O=C(N/N=C/c1sc2ccccc2c1O)c1ccccc1	i	i	-3	5	i	-2	i	6	i	i	-16
CC(=O)c1ccccc1N(C(=O)Cn1nnc2ccccc21)C(C(=O)NCC1CCCO1)c1ccc(N2CCOCC2)cc1 (configuration not stated)	i	i	-3	-2	i	1	i	6	i	i	-13
O=C(Oc1ccccc1C(=O)N1CCOCC1)c1ccccc1	i	i	-2	7	i	-1	i	-6	i	i	-8
C=CCn1cnc2scc(-c3ccc(CC)cc3)c2c1=O	i	i	2	3	i	-4	i	?	i	i	-8
COc1ccc(CNC(=O)CNC(=O)c2ccc(C(C)(C)C)cc2)cc1OC	i	i	-2	3	i	-2	i	-5	i	i	-7
O/N=C\c1cccn1-c1nccs1	i	i	2	.	i	-4	i	4	i	i	-10
COc1cc(/C=C2/C(=O)NN(c3ccc(Cl)cc3)C2=O)ccc1OC(=O)c1ccco1	i	i	1	0	i	1	i	5	i	i	-14
C=CCSc1nnc(NC(=O)C2CSC3(C)CCC(=O)N23)s1 (configuration not stated)	i	i	-2	14	i	-1	i	1	i	i	-17
CCC(=O)N(CCc1ccc(S(N)(=O)=O)cc1)C1CC(=O)N(c2ccc(OC)cc2)C1=O (configuration not stated)	i	i	0	3	i	-2	i	1	i	i	-14
CCOc1ccc2ccccc2c1/C=N/NC(=O)c1c(C)cc(C)[nH]c1=O	i	i	1	3	i	6	i	-11	i	i	-4
CCOC(=O)c1ccccc1NC(=O)CSc1cccc[n+]1[O-]	i	i	-5	3	i	.	i	-8	i	i	0
CCN1C(=O)/C(=C2/Sc3ccccc3N2CCCS(=O)(=O)O)SC1=S	i	i	1&5	5&9	i	-1	i	13	i	i	-14&-6
Cc1csc2nc3ccccc3c(=O)n12	i	i	0	25	i	2	i	-16	i	i	1
CCCCN(CCCC)C(=O)c1ccccc1NC(=O)CN1C(=O)c2ccccc2C1=O	i	i	0	-6	i	1	i	1	i	i	-7
CC(C)C(c1nnnn1Cc1ccco1)N1CCN(C2CCCC2)CC1 (configuration not stated)	i	i	0	-2	i	0	i	-3	i	i	-7
O=C(O)c1cccc(Nc2nc(-c3ccc([N+](=O)[O-])cc3)nc3ccccc23)c1	i	i	-1	-6	i	0	i	-1	i	i	-7
O=S(=O)(c1cnc(Cl)c(Cl)c1)N1CCCc2ccccc21	i	i	1	-3	i	0	i	0	i	i	-6
CN=c1scc(C)n1/N=C/c1ccc(O)cc1	i	.	0	12	i	4	i	5	i	i	-1
COc1ccc(Br)cc1S(=O)(=O)NCc1ccccc1	i	i	1	-1	i	-2	i	5	i	i	-9
CCOC(=O)C1(CCCc2ccccc2)CCN(C2CCSCC2)CC1	i	i	-2	2	i	.	i	.	i	i	-13
CC1CCCN(C(=O)CCS(=O)(=O)c2ccc3c(c2)n(C)c(=O)c(=O)n3C)C1 (configuration not stated)	i	i	5	2	i	.	i	.	i	i	-8
CCn1c(C)nc2cc(C(=O)N/N=C/c3ccccc3)ccc21	i	i	2	1	i	1	i	-1	i	i	-6
CCCCCCOC(=O)C1=C(C)NC(=O)NC1c1ccc2c(c1)OCO2 (configuration not stated)	i	i	-12	13	i	-2	i	6	i	i	-9
O=C(CCSc1ccc(Cl)cc1)NC1CCCC1	i	i	3	3	i	-2	i	-15	i	i	-8
COc1cccc(-c2ccc(C#N)c(SCC(=O)NCCc3ccc(Cl)cc3)n2)c1	i	i	1	-5	i	-12	i	-6	i	i	-4
CCN(CC)CCC(c1cc(OC)c(OC)c(OC)c1)c1c(OC)cc(OC)c2ccc(=O)oc12 (configuration not stated)	i	i	-2	-3	i	.	i	2	i	i	-11
Clc1ccc(-c2noc(CSc3nnc(-c4ccncc4)n3-c3ccccc3)n2)cc1	i	i	-6	1	i	-1	i	-2	i	i	-17
Cn1cc[n+](C)c1COc1ccc(C=O)cc1	i	i	1	-9	i	-1	i	9	i	i	-8
O=C(CC1C(=O)NCCN1Cc1c(F)cccc1Cl)NCc1ccccc1 (configuration not stated)	i	i	-1	5	i	1	i	5	i	i	-12
CCc1cc(C(=O)N/N=C/c2ccc(OC)cc2)c2ccccc2n1	i	i	4	-1	i	0	i	-4	i	i	-6
O=c1c2cc(N3CCOCC3)ccc2[nH]c(=S)n1Cc1ccccn1	i	i	1	1	i	-3	i	-3	i	i	-8
NS(=O)(=O)c1ccc(NS(=O)(=O)c2ccc(NC(=S)Nc3ccccc3)cc2)cc1	i	i	0	3	i	1	i	0	i	i	-5
COc1ccccc1C(=O)NCCC(=O)N1CCN(c2cccc(C(F)(F)F)c2)CC1	i	i	-22	-10	i	0	i	5	i	i	-14
COC(=O)CC1Nc2ccccc2SC1=O (configuration not stated)	i	i	2	-1	i	-1	i	0	i	i	-11
Nc1ncc(-c2ccccc2)n1CC1CCCO1 (configuration not stated)	i	i	2	3	i	-3	i	-5	i	i	-16
CCN(CC)S(=O)(=O)c1ccc(C(=O)OC2CCCCC2CN(C)C)cc1 (configuration not stated)	i	i	0	7	i	9	i	1	i	i	2
CCC/C(=N/Nc1ccc(Cl)cc1)c1cnnc(-c2ccccc2)n1	i	i	1	.	.	-2	i	4	i	i	-11
CCOC(=O)C(NC(=O)Nc1ccccc1)(OCC)C(F)(F)F (configuration not stated)	i	i	0	-10	i	1	i	-5	i	i	-6
COc1ccc(-c2c[n+]3c4n2CCCCC4=C(c2ccccc2)C3)cc1	7*	i	-1	2	i	.	i	.	i	i	-33
CCNC(=O)CSc1nc(-c2ccc(F)cc2)cs1	i	i	1	0	i	-1	i	-6	i	i	-9
CNc1ccccc1C(=O)OC	i	i	1	-6	i	0	i	0	i	i	-1

Additional structures:
SMILES	KCNQ1 inh	PolyA inh	GSK3B inh	DYRK1A inh	KCNK3 inh	GSK3A inh	KCNK9 inh	HDAC3 inh	RGS4 pot	KCNQ1 pot	hERG protect
CN(c1ccccc1)c1ccc(/C=C(\C#N)c2nnc3n2CCCCC3)cc1[N+](=O)[O-]	i	i	-8	-2	i	-1	i	5	i	i	-12
CC(=O)c1ccc(OCc2cc(C(=O)N(C)CCOc3ccc(C)cc3)no2)cc1	i	i	-4	.	i	1	i	-7	i	i	-9
CCCCCC(=O)N/N=C(\C)c1ccc(Cl)cc1	i	i	0	-1	i	11	i	-1	i	i	-10
O=C(O)c1nsc(Cl)c1Cl	i	i	5	-7	i	-2	i	-6	i	i	-9

High-throughput results: PubChem BioAssay, several laboratories
